NS5 inhibitors – Dengue-2 NS5 methyltransferase inhibitors, primary screen, biochemical, confirmation dose response (AID 588689). Dengue-2 NS5 methyltransferase capping enzyme assay, biochemical; higher % means a stronger effect. one-dose inhibition, % at 25 µM; IC50 in µM for titrated hits. hit rate 0.3% among 340,000; in the data active = a potency from the dose series
NS5 inhibitors pilot replicate – second read-out of NS5 inhibitors, no call of its own (marks repeat the call); inhibition, %; measured here: pilot screen replicate inhibition
* = called active by the depositor. This is a subset. The share of hits here may be higher or lower than overall.

SMILES	NS5 inhibitors	others
CCN(C(=O)C(C)Sc1nnc(-c2ccncc2)n1C)C1CCCCC1 (stereo not given)	-4%
O=c1cc2c(c(-c3ccccc3)n1Cc1ccccc1)[C@@H](CCO)NC2	-1%	NS5 inhibitors pilot replicate=0.3
Cc1nc2c(C)cccn2c(=O)c1NC(=O)COc1ccccc1	-4%
COc1ccc2c(c1)OC[C@H]1[C@H]2N2C(=O)c3cc(OC)c(OC)cc3NC(=O)[C@@]2(C)[C@H]1c1ccccc1	-10%
Cc1cc(C)c(NC(=O)CNC(=O)c2ccccc2SCC(=O)N2CCCC2)c(C)c1	-2%
CCOc1ccc(S(=O)(=O)N2CCCCC2)cc1NC(=O)c1cccnc1OCC	1%
CCN1C(=O)[C@H]2[C@@H](c3ccc(-c4ccc(Cl)c(Cl)c4)cc3)N[C@@](C)(C(=O)OC)[C@H]2C1=O	-4%
CC(=O)Nc1cccc(NC(=O)NC2CC(=O)N(c3ccc4c(c3)OCCO4)C2)c1 (stereo not given)	-4%
Cc1ccc(C2(C)NC(=O)N(CC(=O)NCCN3C(=O)S/C(=C\c4cccnc4)C3=O)C2=O)cc1 (stereo not given)	0%
CCOC(=O)c1cc(-c2ccccc2C)nn1CC1CC(c2ccc(OC)cc2)=NO1 (stereo not given)	5%
CCC[C@@H]1Cc2ccccc2N1C(C)=O	0%
C[C@H](CO)N1C[C@H](C)[C@@H](CN(C)C(=O)NC2CCCCC2)Oc2ccc(NC(=O)C3CC3)cc2C1=O	-7%
CN(C)c1c([N+](=O)[O-])cc(N2C(=O)C=CC2=O)cc1[N+](=O)[O-]	11µM*
CC(C(=O)N1CCOCC1)c1ccccc1 (stereo not given)	-1%
Cc1nnnn1/C(=C\c1ccccc1)C(=O)OCC(=O)Nc1ccc(Cl)cc1F	-11%
Cc1noc(C)c1COc1ccccc1C(=O)N1CCN(S(=O)(=O)c2cccc([N+](=O)[O-])c2)CC1	-5%
CC(C)CC1C(=O)N(Cc2cn(Cc3ccco3)nn2)CCS(=O)(=O)N1Cc1ccc(-c2ccc(Cl)c(Cl)c2)cc1 (stereo not given)	-21%
Cc1cccc(CCN2C(N(C)C)=NC[C@@H]2CC(C)C)c1	-2%
C[C@@H]1CN([C@H](C)CO)C(=O)CCCn2nncc2CO[C@H]1CN(C)Cc1ccc(Cl)c(Cl)c1	-3%
CC(NC(=O)c1ccc(Cl)c(S(=O)(=O)N2CCCCCC2)c1)c1cccnc1 (stereo not given)	-4%
O=C(COC(=O)CN1CCSC1=O)Nc1ccc(F)cc1Cl	1%
CC(=O)C[C@H](O)CC(=O)[C@H]1OC(=O)CCCCCc2ccccc21	1%	NS5 inhibitors pilot replicate=0.3
Cc1cccc(NC(=O)CNC(=O)Cc2ccc(S(=O)(=O)N3CCOCC3)s2)c1C	-10%
CCN(C(=O)COC(=O)CNC(=O)c1sc2ccccc2c1Cl)C1CCCCC1	1%
CN(CC(=O)Nc1ccc(N2CCOCC2)cc1)C(=O)CSc1ccc(F)cc1	-16%
(cont.)
SMILES	NS5 inhibitors	others
O=C(NCCC1=CCCCC1)C1CCN(S(=O)(=O)c2cccc(C(F)(F)F)c2)CC1	-1%
COC(C)(C)[C@@H](O)COc1c2ccoc2cc2oc(=O)ccc12	-5%
CC(C)NC(=O)c1ccc(NC(=O)CC2SC(N3CCCCC3)=NC2=O)cc1 (stereo not given)	-4%
COCCN(C(=O)C1CC(=O)N(Cc2ccc(C)cc2)C1)c1c(N)n(CC(C)C)c(=O)[nH]c1=O (stereo not given)	-9%
O=C1NCC(Nc2ccccc2)C(=O)N1 (stereo not given)	9%
COc1ccc([C@@H]2[C@@H]3C(=O)N(C(C)(C)C)C(=O)[C@@H]3[C@]3(Cc4ccc(Cl)cc4)C(=O)N(c4cccc(F)c4)C(=O)N23)cc1	-11%
COc1ccc(CN(C)C(=O)c2ccc(NC(=O)CC3SC(N4CCCC4)=NC3=O)cc2)c(OC)c1 (stereo not given)	2%
COC(=O)c1ccc(OC(=O)C2CSC3(C)CCC(=O)N23)cc1 (stereo not given)	-1%
CC(=O)c1ccc(S(=O)(=O)Nc2ccc(C(=O)NCCCn3ccnc3)cc2)cc1	-3%
Cc1cccc(NC(=O)COc2coc(CN3CCc4ccccc4C3)cc2=O)c1	-9%
C[C@]12CC[C@H](O)CC1=CCC1C2CC[C@@]2(C)C1CCC21OCCO1 (stereo not given in full)	-9%
O=C(CSc1nnnn1-c1cccc(F)c1)NC1CCCCC1	7%
O=C(OCc1ccccc1)N1CCC2CC1c1cc(N3CCN(S(=O)(=O)c4cccc(C(F)(F)F)c4)CC3)ccc12 (stereo not given)	5%
O=C(CCN1C(=O)C2CCCCC2C1=O)Nc1ccc(OC(F)F)cc1 (stereo not given)	-1%
COc1ccc(-c2coc3cc(OC(C)=O)ccc3c2=S)cc1	2%
CCCCN1CC(=O)N2[C@@H]3c4cc(OC)ccc4OC[C@@H]3[C@H](C(=O)OCC)[C@]2(C)C1=O	-1%
CC(=O)OC1CCC2(C)C(=CCC3C4CC(=O)N(O)C(=O)C4(C)CCC32)C1 (stereo not given)	7%
COc1ccc(N2CC(C(=O)NCCN3C(=O)S/C(=C\c4cccnc4)C3=O)CC2=O)c(OC)c1 (stereo not given)	-3%
O=C1CC2(CCCC2)C(=O)N1CN1CCN(S(=O)(=O)c2cc(F)ccc2F)CC1	-4%
Cc1ccc(Cn2c(C)c3cnn(CC(=O)NCCN4CCOCC4)c(=O)c3c2C)cc1	-3%
NC(=O)C1(C(=O)O)OC1(c1ccc(Cl)cc1)c1ccccc1Cl (stereo not given)	-4%
COc1ccc([N+](=O)[O-])cc1NC(=O)C(C)OC(=O)Cn1[nH]c(=O)c2ccccc2c1=O (stereo not given)	1%
S=C(Cc1ccccc1)N1CCOCC1	-2%
CCC(=O)c1ccc(OCC(=O)N(Cc2nnc(-c3ccccc3Cl)o2)C2CC2)cc1	-9%
CC12CCC(O)CC1=CCC1C2CCC2(C)c3[nH]ncc3CC12 (stereo not given)	9%
Following part.
SMILES	NS5 inhibitors	others
CC(C)=CCC[C@](C)(O)C1CC[C@]2(C)C1[C@H](O)CC1[C@@]3(C)CC[C@H](O[C@@H]4O[C@H](CO)[C@@H](O)[C@H](O)[C@H]4O[C@@H]4O[C@H](CO)[C@@H](O)[C@H](O)[C@H]4O)C(C)(C)C3CC[C@]12C (stereo not given in full)	9%
COc1ccc(-n2c(=O)c(CCC(=O)N3CCN(c4cccc(OC)c4)CC3)nc3ccccc32)cc1	-2%
COc1cccc(NC(=O)CN(C)C(=O)c2ccc3c(c2)CC(c2ccccc2)OC3=O)c1 (stereo not given)	0%
COc1ccc(C)cc1NC(=O)C(c1ccccc1)N1CCN(CC(=O)N2CCOCC2)CC1 (stereo not given)	6%
O=C(COC(=O)COc1ccccc1)NC1CCCC1	9%
O=C(Nc1cc2c3c(c1)CC(=O)N3CCC2)c1ccco1	3%
O=C(CCSCCC(=O)NN=Cc1ccccc1)NN=Cc1ccccc1	-5%
COC(=O)c1ccccc1S(=O)(=O)N1CCC(C(=O)NC2CCCCC2C)CC1 (stereo not given)	2%
CCOc1ccc(S(=O)(=O)N2CCCCC2)cc1NC(=O)C1CCC1	-8%
O=C(C=Cc1ccccc1)c1ccc([N+](=O)[O-])cc1	-6%
Cc1cc(C)n(CC(=O)NNC(=O)c2cncc(Br)c2)n1	9%
COCCCN1C(=O)c2ccc(C(=O)OCC(=O)NCc3cccc(OC)c3)cc2C1=O	-6%
Cc1noc(C)c1C(=O)OCC(=O)Nc1cccc(F)c1	-1%
Nc1c(C(=O)Nc2ccc3c(c2)OCCO3)nnn1Cc1ccccc1Cl	-2%
COc1ccc(S(=O)(=O)N2CCCCCC2)cc1C(=O)N(CC(C)C)C1CCS(=O)(=O)C1 (stereo not given)	2%
O=C(COC(=O)CCS(=O)(=O)c1ccccc1)Nc1ccc(N2CCCCC2)cc1	1%
O=C(COC(=O)COc1ccccc1F)NCc1ccco1	-2%
Cc1ccccc1OCCC(=O)OCC(=O)NCCNC(=O)COC(=O)CCOc1ccccc1C	-5%
COC(=O)[C@@]12CCCN1[C@H](c1ccc(-c3ccccc3)cc1)[C@@H]1C(=O)N(C)C(=O)[C@@H]12	6%
CC(=O)c1c(C)[nH]c(C(=O)COC(=O)c2nccnc2N)c1C	-5%
CCCCn1c(N)c(N(CCOC)C(=O)c2ccc(Br)o2)c(=O)[nH]c1=O	4%
O=C1CCN(S(=O)(=O)c2cc(C(F)(F)F)ccc2Cl)CC1	5%
Cc1ccc2nc3n(c(=O)c2c1)-c1cc2ccccc2cc1C(=O)NC3Cc1ccccc1 (stereo not given)	-1%
O=S(=O)(c1ccc(F)cc1)N1CCN(c2nc(-c3cccnc3)nc3ccccc23)CC1	5%
Cn1c2ccsc2c2ncn(Cc3ccccc3F)c(=O)c21	-3%	NS5 inhibitors pilot replicate=-2.1
(listing goes on)
SMILES	NS5 inhibitors	others
CC(=O)c1csc(-c2cccc(-c3nc4ccc(Cl)cn4c3NC3CCCCC3)c2)c1	-2%
COCCCNC(=O)C[C@H]1C[C@H](C(=O)N2CCOCC2)[C@@]2(C)c3[nH]c4cc(-c5ccco5)ccc4c3CCN2C1=O	-5%
CN(CCOc1ccccc1)C(=O)c1ccc2c(c1)OCO2	-14%
COc1cc(/C=C/C(=O)OCC(=O)N(C)Cc2ccccc2)cc(OC)c1OC	-6%
Cc1ccc(CNC(=O)COC(=O)c2ccc(S(=O)(=O)NCc3ccco3)cc2)cc1	0%
CCOC(=O)C1CCCN(C(=O)c2cc(-c3ccco3)nc3ccccc23)C1 (stereo not given)	19%
Cc1cccc(OCCC(=O)NNC(=O)Cn2nc(C)cc2C)c1	-6%
O=C(COC(=O)CNC(=O)C1CCCCC1)Nc1ccccc1OC(F)F	-6%
O=C1[C@H]2[C@@H](c3ccc(Cl)cc3)N3C(=O)N(c4cccc(Cl)c4)C(=O)[C@@]3(Cc3ccc(Cl)cc3)[C@H]2C(=O)N1C1CCCCC1	-12%
O=C(COc1cc(Cl)ccc1Cl)N1CCNC1=O	-12%
COc1ccc(C(=O)C(C)OC(=O)CN2C(=O)c3ccccc3C2=O)cc1 (stereo not given)	-2%
CCc1nnc(NS(=O)(=O)c2ccc(NC(=O)c3cccc(OC(F)(F)C(F)F)c3)cc2)s1	-8%
CCCSc1ccc([C@@H]2[C@H]3C(=O)N(C)C(=O)[C@H]3[C@]3(C(=O)OC)CCCN23)cc1OC	-5%
C[C@@H](CSc1ccc(Br)cc1)CN1CC[C@H](O)CCC1=O	-1%
CCCCn1c(N)c(N(CCC(C)C)C(=O)c2ccc(C)o2)c(=O)[nH]c1=O	-8%
O=[N+]([O-])c1cc(CS(=O)(=O)Oc2ccc(Cl)cc2)c(O)c([N+](=O)[O-])c1	4%
COc1ccccc1CNC(=O)COC(=O)CCN1C(=O)C2CC=CCC2C1=O (stereo not given)	-2%
CCOC(=O)N(C)C[C@@H]1OCc2cn(nn2)CCCC(=O)N([C@@H](C)CO)C[C@H]1C	1%
O=C(COC(=O)c1cc(S(=O)(=O)N2CCOCC2)ccc1Cl)Nc1ccc(Cl)cn1	3%
Cc1cccc(NS(=O)(=O)c2cccc(C(=O)N3CCCC(C(F)(F)F)C3)c2)c1 (stereo not given)	-1%
CCCCn1cnc2c(c(CC#N)nn2-c2ccccc2)c1=N	5%
CNC(=O)C(=O)Nc1ccc2c(c1)N(S(=O)(=O)c1cccs1)CCC2	-12%
COc1ccccc1OCCNC(=O)CCNS(=O)(=O)c1ccc(C)cc1	-6%
Cc1ccc(S(=O)(=O)N2[C@@H](c3ccc4c(c3)OCO4)C(C(=O)O)=C[C@H]2C(C)(C)C)cc1	3%	NS5 inhibitors pilot replicate=1.2
Cc1cccc(C)c1OCC(=O)OCC(=O)Nc1ccc(Cl)cn1	4%
Cc1c(/C(O)=C2\C(=O)C(=O)N(CCCN(C)C)C2c2ccco2)cnn1-c1ccccc1 (stereo not given)	3%
CCN(CC(=O)Nc1ccc(OC)cc1)C(=O)c1cc(S(=O)(=O)N(C)C)ccc1N1CCCC1	4%
CC(/C=C/c1ccc(O)cc1)=NNc1ccccc1	-8%
CCOc1ccc(NC(=O)COC(=O)C2CC2C)cc1 (stereo not given)	12%

A stretch taken from the entries so far, for reference:
SMILES	NS5 inhibitors	others
C[C@@H](CSc1ccc(Br)cc1)CN1CC[C@H](O)CCC1=O	-1%
CCCCn1c(N)c(N(CCC(C)C)C(=O)c2ccc(C)o2)c(=O)[nH]c1=O	-8%
O=[N+]([O-])c1cc(CS(=O)(=O)Oc2ccc(Cl)cc2)c(O)c([N+](=O)[O-])c1	4%
COc1ccccc1CNC(=O)COC(=O)CCN1C(=O)C2CC=CCC2C1=O (stereo not given)	-2%
CCOC(=O)N(C)C[C@@H]1OCc2cn(nn2)CCCC(=O)N([C@@H](C)CO)C[C@H]1C	1%
O=C(COC(=O)c1cc(S(=O)(=O)N2CCOCC2)ccc1Cl)Nc1ccc(Cl)cn1	3%
Cc1cccc(NS(=O)(=O)c2cccc(C(=O)N3CCCC(C(F)(F)F)C3)c2)c1 (stereo not given)	-1%
CCCCn1cnc2c(c(CC#N)nn2-c2ccccc2)c1=N	5%
CNC(=O)C(=O)Nc1ccc2c(c1)N(S(=O)(=O)c1cccs1)CCC2	-12%
COc1ccccc1OCCNC(=O)CCNS(=O)(=O)c1ccc(C)cc1	-6%
Cc1ccc(S(=O)(=O)N2[C@@H](c3ccc4c(c3)OCO4)C(C(=O)O)=C[C@H]2C(C)(C)C)cc1	3%	NS5 inhibitors pilot replicate=1.2
Cc1cccc(C)c1OCC(=O)OCC(=O)Nc1ccc(Cl)cn1	4%
Cc1c(/C(O)=C2\C(=O)C(=O)N(CCCN(C)C)C2c2ccco2)cnn1-c1ccccc1 (stereo not given)	3%
CCN(CC(=O)Nc1ccc(OC)cc1)C(=O)c1cc(S(=O)(=O)N(C)C)ccc1N1CCCC1	4%
CC(/C=C/c1ccc(O)cc1)=NNc1ccccc1	-8%
CCOc1ccc(NC(=O)COC(=O)C2CC2C)cc1 (stereo not given)	12%
